Screens as filed in PubChem BioAssay.
Pol iota inh – blocks human DNA polymerase iota activity; Q9UNA4; Pol iota fluorescent replication assay, 10 min; Potency, µM (series often up to 115 µM), for the others: top-dose activity, negative = inhibition, usual class: inhibitors; actives 1% (n = 390,000); AID 588590
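Pol iota at 10 nM preincubated 15 min with compounds at room temperature; reaction started with fluorescent substrate, 50 nM final. Fluorescence read kinetically at 0 and 10 min; buffer-only wells as negative control.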
APE1 inh – inhibitors of human APE1 endonuclease | P27695 | recombinant APE1, TAMRA/BHQ-2 abasic DNA cleavage fluorescence | Potency, µM (doses to about 65.8 µM), without a hit: top-dose activity change, negative = inhibition, actives largely listed as inhibitors | actives 0.35% (n = 350,000);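 note: plate controls were vehicle for no effect and reference inhibitor for full effect; nearly all actives have a fitted effect of over 55% in size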
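Quantitative HTS: incision of a TAMRA/BHQ-2 double-stranded substrate bearing a tetrahydrofuran abasic site by 0.75 nM APE1 raises fluorescence. Substrate 50 nM final, added after 15 min compound preincubation at room temperature; progress as third-minus-first kinetic read difference.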
BAZ2B inh – BAZ2B (human) inhibition; AlphaScreen BAZ2B-H3K14Ac peptide displacement; Potency, µM (highest dose often 114 µM), inactives show at the highest dose activity change, negative = inhibition, actives largely listed as inhibitors; AID 504333; actives 4.4% (n = 360,000); note: % is set by controls: 0 for no effect and ±100 for the full control effect; nearly all actives have a fitted effect of over 60% in size
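Inhibition is scored as reduced AlphaScreen emission. The BAZ2B/b-H3(5-23)K14Ac complex (50 nM each) in PBS pH 7.4, 0.01% Tween-20 meets compound (up to 110 uM) for 30 min at RT before bead addition.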
Apoferritin bind – binds horse apoferritin like a general anesthetic; P02791; apoferritin/1-aminoanthracene competitive binding, fluorescence; Potency, µM (titrated, usually from 77.5 µM), inactives show at the top dose activity change, negative = displacement, actives largely listed as inhibitors; actives 0.074% (n = 350,000); note: % is set by controls: 0 for no effect and ±100 for the full control effect; nearly all actives have a fitted effect of over 20% in size
Target sequence (P02791 2-175 limits assumed): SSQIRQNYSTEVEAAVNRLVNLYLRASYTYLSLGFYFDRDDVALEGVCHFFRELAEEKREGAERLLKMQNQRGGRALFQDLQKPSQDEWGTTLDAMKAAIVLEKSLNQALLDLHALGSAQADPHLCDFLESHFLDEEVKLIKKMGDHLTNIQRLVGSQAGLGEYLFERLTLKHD
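Read-out: endpoint 1-AMA fluorescence, excitation 380 nm and emission 535 nm, after compounds sit 10 min at room temperature with 10 uM horse-spleen apoferritin in 50% saturated 1-AMA/PBS. Values come from four-parameter Hill fits.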
Pol eta inh – blocks human DNA polymerase eta activity | Q9Y253 | recombinant Pol eta, fluorescent DNA replication assay | Potency, µM (titrated, usually from 114 µM), without a hit: at the top dose activity change, negative = inhibition, actives largely listed as inhibitors | actives 1.2% (n = 390,000) | AID 588591; note: % is set by controls: 0 for no effect and ±100 for the full control effect
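Fluorescent replication assay: 50 nM final substrate added after a 15 min room-temperature compound preincubation with 10 nM enzyme. Signal taken at 0 min and again at 10 min.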
G9a block – G9a (human) methyltransferase inhibition; G9a H3K9 monomethylation, AlphaScreen, 2 h; Potency, µM (doses to about 102 µM), for inactives: at the top dose activity, negative = inhibition, hits mostly inhibitors; actives 8.8% (n = 350,000); note: % is set by controls: 0 for no effect and ±100 for the full control effect; nearly all actives have a fitted effect of over 75% in size
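Quantitative HTS format: methyltransferase activity on a biotin-tagged H3K9 peptide is measured by AlphaScreen, using a rabbit anti-monomethyl-H3K9 antibody with streptavidin donor and anti-IgG acceptor beads. Final levels are 20 nM enzyme, 500 nM peptide, 20 uM SAM; 2 h RT.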
POLB inh – DNA polymerase beta (human) inhibition | AID 485314 | Pol beta primer extension/strand displacement, fluorescence kinetic | P06746 | actives 1.3% (n = 340,000) | Potency, µM (doses to about 114 µM), for the others: at the highest dose activity change, negative = inhibition, most hits filed as inhibitors; note: % is set by controls: 0 for no effect and ±100 for the full control effect
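Homogeneous kinetic assay of primer extension and strand displacement by 10 nM Pol beta, preincubated 15 min at room temperature with compound before 50 nM substrate (final) was added. Read at 0 and 10 min; four-parameter Hill fit.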
BLM helicase inh – blocks DNA unwinding by human BLM helicase. recombinant BLM DNA unwinding, fluorescence dequenching. Potency, µM (top dose mostly 56.1 µM), inactives show at the highest dose activity change, negative = inhibition, actives largely listed as inhibitors. actives 0.2% (n = 350,000);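 note: plate controls were vehicle for no effect and no enzyme for full effect; nearly all actives have a fitted effect of over 35% in size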
POLK inh – DNA polymerase kappa (human) inhibition. purified Pol kappa, fluorescent DNA synthesis assay, 10 min. Q9UBT6. actives 0.53% (n = 400,000). Potency, µM (highest dose often 107 µM), without a hit: top-dose activity, negative = inhibition, actives largely listed as inhibitors; note: % is set by controls: 0 for no effect and ±100 for the full control effect
Target sequence (Q9UBT6 whole entry, looked up): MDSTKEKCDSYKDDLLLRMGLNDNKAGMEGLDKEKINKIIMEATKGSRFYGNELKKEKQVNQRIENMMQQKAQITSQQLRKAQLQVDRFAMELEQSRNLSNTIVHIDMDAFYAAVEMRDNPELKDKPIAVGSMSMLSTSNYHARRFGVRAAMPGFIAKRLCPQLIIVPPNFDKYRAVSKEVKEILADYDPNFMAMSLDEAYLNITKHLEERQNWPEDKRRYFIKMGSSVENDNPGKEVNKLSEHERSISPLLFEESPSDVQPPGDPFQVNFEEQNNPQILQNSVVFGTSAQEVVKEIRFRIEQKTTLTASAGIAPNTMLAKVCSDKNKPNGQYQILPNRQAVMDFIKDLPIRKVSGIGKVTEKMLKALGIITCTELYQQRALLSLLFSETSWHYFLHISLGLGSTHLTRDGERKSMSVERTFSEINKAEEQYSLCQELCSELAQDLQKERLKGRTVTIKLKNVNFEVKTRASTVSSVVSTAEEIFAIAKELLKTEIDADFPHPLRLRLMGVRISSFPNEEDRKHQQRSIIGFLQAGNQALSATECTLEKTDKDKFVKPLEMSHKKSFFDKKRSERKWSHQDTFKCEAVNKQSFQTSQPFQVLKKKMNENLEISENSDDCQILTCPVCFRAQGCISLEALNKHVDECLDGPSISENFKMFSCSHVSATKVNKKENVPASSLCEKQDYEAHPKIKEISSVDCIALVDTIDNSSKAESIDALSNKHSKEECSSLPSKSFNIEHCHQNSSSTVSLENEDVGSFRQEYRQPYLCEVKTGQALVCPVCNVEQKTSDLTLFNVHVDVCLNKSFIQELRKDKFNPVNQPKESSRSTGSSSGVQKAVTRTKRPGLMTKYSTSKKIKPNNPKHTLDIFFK
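Enzyme at 10 nM met test compounds for 15 min at room temperature. Substrate addition (50 nM final) began the reaction, which was monitored by fluorescence at 0 and 10 min.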
* marks the source's active call; other numbers are inactive results; ? = inconclusive; . = not tested or not shown; [ ] = dose if it differs, or a comment. Calls come from the whole dose curve; as a rule, active = well fitted curve in the direction sought with a large enough effect; inconclusive = small, poorly fitted or top-dose-only effect, or another doubt; inactive = no such curve, though single readings can be large; an effect the other way counts as inactive or inconclusive. Potency is the fitted concentration of half-maximal effect.

SMILES	Pol iota inh	APE1 inh	BAZ2B inh	Apoferritin bind	Pol eta inh	G9a block	POLB inh	BLM helicase inh	POLK inh
CCOc1ccc(C2c3[nH]c4ccccc4c3CCN2C(=O)CSCc2ccc(F)cc2)cc1 (stereo not drawn)	-6%	.	?	64%[activator]	-15%	-33%[59 µM]	-18%	-15%	-9%[60.1 µM]
O=C(CN1CCCCCC1)Nc1ccc(F)c(F)c1	15%	-5%	50µM*	-8%	-2%	32µM*	16%	-10%	-3%
Cc1cc(Cl)ccc1NC(=S)N1CCN(C(=O)C2CCCO2)CC1 (stereo not drawn)	-20%	8%	-26%	-20%	-7%	-22%[59 µM]	-1%	-1%	-22%
Cc1cc(=O)[nH]c2ccc(S(=O)(=O)NC3CCCCC3)cc12	?	-10%	-19%	-9%	-1%	6%[0.501 µM]	3%	-5%	-10%
Cc1cccc(NC(=O)NNC(=O)c2cc3occc3[nH]2)c1C	0%	3%	-10%	-10%	3%	.	1%	-3%	-4%
COC(=O)COc1ccc(S(=O)(=O)N2CCCCC2)cc1[N+](=O)[O-]	16%	-2%	-10%	-8%	-7%	1%	22%	1%	-9%
CCOc1ncccc1C(=O)OC(C)C(=O)Nc1ccc(N2CCOCC2)cc1 (stereo not drawn)	1%	14%	.	.	-8%	.	.	.	-10%
CC(/C=C/c1ccccc1)=N\NC(=O)c1cc(C)[nH]n1	0%	-5%	-18%	-7%	0%	-24%	0%	-2%	-6%[60.1 µM]
C[C@H]1CN=C(Nc2ccccc2)N1CCc1ccccc1	32%[activator]	29%	0%	.	-22%	8%[2.33 µM]	.	.	1%
O=C(NNC(=O)c1ccc2c(=O)n3c(nc2c1)CCC3)c1ccc(F)cc1	13%	34%	-6%	.	-1%	-1%	.	.	-2%
O=C(c1cccc(S(=O)(=O)NCc2ccccc2)c1)N1CCN(c2ccc(F)cc2)CC1	-6%	-4%	?	.	-23%	?	.	.	-8%
CCc1nnc(NS(=O)(=O)c2ccc(N/C=C\C(=O)c3ccc(F)cc3)cc2)s1	42%[activator]	2%	?	-8%	4%	.	?	-2%	-9%
COc1ccc(Nc2oc(-c3ccc(F)cc3)nc2C#N)cc1	67%[activator]	-1%	-21%	27%	-6%	0%	-22%	-6%	-15%
CC(=O)COc1cccc2ccc(/C=C/c3ccc(Br)s3)nc12	6%	10%	8%[0.457 µM]	-17%	-10%	132%[activator][59 µM]	1%	-7%	-18%
Cc1ccc(N2C(=O)C(CC(=O)Nc3ccc(F)cc3)N(CCC3=CCCCC3)C2=O)cc1 (stereo not drawn)	2%	.	-6%	2%	-12%	13%[59 µM]	16%	-14%	-7%
COc1ccc(CCC(=O)Nc2ccc(OC)c(S(=O)(=O)N3CCCCC3)c2)cc1	-15%	10%	9%	.	2%	17%[12.7 µM]	.	.	-1%
Nc1c(-c2ccccc2)cnc2ncnn12	24%	-3%	0%	-12%	-18%	3%[59 µM]	23%	1%	6%
CN(C)CCN(C)Cc1ccccc1Sc1cccc2ccccc12	15%	4%	?	-14%	-9%	?	-19%	35%[activator]	-3%
O=C(c1ccncc1)N1CCC2(CCCN(Cc3nccs3)C2)CC1	.	0%	.	.	.	-9%[12.7 µM]	.	-4%	13%[60.1 µM]
O=C(CCN1CCOCC1)NCc1ccccc1	-28%	55%[activator]	-23%	1%	-11%	8%[0.501 µM]	-9%	-8%	-7%

Taken from above:
Nc1c(-c2ccccc2)cnc2ncnn12 in G9a block: 3%[59 µM]
CN(C)CCN(C)Cc1ccccc1Sc1cccc2ccccc12 in BLM helicase inh: 35%[activator]
COC(=O)COc1ccc(S(=O)(=O)N2CCCCC2)cc1[N+](=O)[O-] in Pol eta inh: -7%

The listing continues:
SMILES	Pol iota inh	APE1 inh	BAZ2B inh	Apoferritin bind	Pol eta inh	G9a block	POLB inh	BLM helicase inh	POLK inh
COc1ccccc1CNC(=O)Cn1c(-c2ccc(F)cc2)cc(C(C)=O)c1C	30%	.	1%	-6%	-7%	3%[59 µM]	-5%	-5%	-11%[60.1 µM]
COc1ccc(C2=NC(=O)NC2c2ccc(OC)cc2)cc1 (stereo not drawn)	24%	-13%	-13%	-9%	-6%	.	32%	-2%	-2%
COc1ccc(Br)cc1/C=C/C(=O)NC(=S)Nc1ccc(CN2CCOCC2)cc1	25%	5%	?	3%	-19%	19%	1%	-4%	7%
Cc1ccc(C[C@H](C(=O)O)N2C(=O)c3ccc(C(=O)O)cc3C2=O)cc1	.	1%	3%	1%	.	4%[12.7 µM]	.	2%	.
COc1cccc(Oc2ccc(OC)cc2C(=O)O)c1	20%	10%	-34%	5%	-15%	.	?	-10%	-11%
CCOc1ccc(C(C)NC(=O)Cc2ccccc2F)cc1OCC (stereo not drawn)	46%[activator]	4%	-2%	-3%	-9%	?	7%	-2%	1%
Cc1cc(C(=O)OCC(=O)NC2CCS(=O)(=O)C2)c2ccccc2n1 (stereo not drawn)	158%[activator]	3%	2%	-1%	-21%	7%	2%	1%	5%
COc1ccc(OC)c2c(C)cc(NCCN3CCOCC3)nc12	90%[activator]	-14%	.	-9%	-8%	2%[59 µM]	1%	-5%	0%
CCN(C(=O)Cn1nc(C)c([N+](=O)[O-])c1C)c1c(N)n(Cc2ccccc2)c(=O)[nH]c1=O	21%	2%	14%	.	-7%	13%[0.501 µM]	.	.	-11%
CC(C)CC(=O)Nc1cc2c3c(c1)C(C)C(=O)N3CCC2 (stereo not drawn)	7%	0%	0%	3%	-6%	-24%	0%	0%	-3%
O=[N+]([O-])c1ccccc1Sc1nccn1Cc1ccccc1	-2%	-1%	?	?	-7%	50µM*	-26%	-2%	-1%
CCSc1ccccc1C(=O)Nc1cc(OC)c(OC)c(OC)c1	54%[activator]	-3%	-13%	4%	-5%	3.5µM*	3%	-2%	-10%
Cc1occc1C(=O)N/N=C/c1ccc2c(c1)OCO2	-7%	?	-25%	-2%	-10%	0%	28%	-4%	8%
Cc1ccc(OCCNCC(O)COc2ccccc2)cc1 (stereo not drawn)	-13%	27%	50µM*	-17%	-3%	?	-5%	2%	-5%[60.1 µM]
CN1CCN(Cc2c(O)ccc3cc(Br)ccc23)CC1	9%	-3%	.	-10%	-9%	5µM*	-22%	-15%	-3%
COC(OC)C1(C)C(C#N)=C(N)Oc2c1c(=O)oc1ccccc21 (stereo not drawn)	10%	22%	-2%	-2%	0%	3%	0%	-3%	-12%
CCC(C)c1ccc2oc(-c3ccc(NC(=O)c4ncn[nH]4)cc3)nc2c1 (stereo not drawn)	-21%[58.9 µM]	2%	?	33%[activator]	-13%	?	-24%	-2%	-2%
CCN1C(=O)c2cccc3c(NC(=O)c4ccc(S(=O)(=O)N5CCOCC5)cc4)ccc1c23	12%	-5%	-10%	-10%	-10%	-4%[12.7 µM]	13%	-4%	-11%
COC(=O)c1cc2c(s1)-c1cc(F)ccc1OC2	-13%[58.9 µM]	-3%	8%	48%[activator]	-20%	63%[activator]	-3%	1%	3%
Cc1ccc(NC(=O)C2CCC(CNS(=O)(=O)c3ccc4c(c3)CCCC(=O)N4)CC2)cc1F (stereo not drawn)	-2%	.	1%	4%	-20%	6%[59 µM]	-18%	-3%	-6%
CCOC(=O)c1sc(NC(=O)CNCc2ccccn2)c(C(=O)OCC)c1C	-19%	-4%	28µM*	1%	-17%	.	?	-10%	-13%
O=C(O)CCNC(=O)OCC1c2ccccc2-c2ccccc21	-4%	4%	101%[activator]	-8%	-7%	18%[2.33 µM]	21%	-4%	6%
CC(C)(C)NC(=O)/C=C/c1cccs1	25%	0%	-8%	-3%	-10%	0%	18%	-7%	4%
CCOC(=O)N1CCN(C(=O)CSCC(=O)Nc2nc(-c3ccc(OC)cc3)cs2)CC1	0%	9%	-6%	-11%	-17%	3%[12.7 µM]	1%	-7%	-6%
O=C(NCC12CC3CC(CC(C3)C1)C2)c1cc2n(n1)C(C(F)(F)F)CC(c1ccco1)N2 (stereo not drawn)	-2%	11%	2%	?	-16%	7%[0.0925 µM]	1%	-11%	-8%
Cc1nc2cc(C(=O)OCC(=O)NC34CC5CC(CC(C5)C3)C4)ccc2n1-c1ccccc1	110%[activator]	2%	?	?	-23%	-10%[59 µM]	-7%	-1%	-6%
O=C(CSc1cccc[n+]1[O-])Nc1ccc(N2CCOCC2)cc1	.	0%	-21%	0%	.	56µM*	-8%	-5%	.
CCOc1cccc(N2CCN(CCNC(=O)Nc3ccc(C)cc3)CC2)c1C	29%	-8%	4%	-3%	-19%	5%	24%	0%	13%
Cc1ccc(NC(=O)CCCc2nc3ccccc3c(=O)[nH]2)c(Cl)c1	42%[activator]	4%	-1%	.	-16%	-18%[59 µM]	.	.	-2%
NNC(=O)c1ccc(Cn2cc(Cl)cn2)o1	25%	-1%	-2%	-5%	-4%	.	29%	-6%	-3%
N#Cc1c(-c2ccccc2)c(-c2ccccc2)nn(CC(=O)NNC(=O)Nc2ccc(Cl)cc2)c1=O	?	8%	-32%	-19%	-17%	.	5%	-21%	-10%
CCOC(=O)CN1C(=O)N[C@@H](c2ccc(Br)cc2)C(C(=O)OC)=C1C	-20%	?	3%	-3%	-12%	12%[59 µM]	17%	-2%[12.4 µM]	-1%

Record cards, from the list above. Order of screens: Pol iota inh | APE1 inh | BAZ2B inh | Apoferritin bind | Pol eta inh | G9a block | POLB inh | BLM helicase inh | POLK inh
`NNC(=O)c1ccc(Cn2cc(Cl)cn2)o1` across the screens: 25% | -1% | -2% | -5% | -4% | . | 29% | -6% | -3%
`Cc1ccc(NC(=O)CCCc2nc3ccccc3c(=O)[nH]2)c(Cl)c1` across the screens: 42%[activator] | 4% | -1% | . | -16% | -18%[59 µM] | . | . | -2%
`CCOC(=O)CN1C(=O)N[C@@H](c2ccc(Br)cc2)C(C(=O)OC)=C1C` across the screens: -20% | ? | 3% | -3% | -12% | 12%[59 µM] | 17% | -2%[12.4 µM] | -1%
`N#Cc1c(-c2ccccc2)c(-c2ccccc2)nn(CC(=O)NNC(=O)Nc2ccc(Cl)cc2)c1=O` across the screens: ? | 8% | -32% | -19% | -17% | . | 5% | -21% | -10%
`O=C(CSc1cccc[n+]1[O-])Nc1ccc(N2CCOCC2)cc1` across the screens: . | 0% | -21% | 0% | . | 56µM* | -8% | -5% | .

This is a subset; the hit share may differ from the screen's.
